# Bioassay records from PubChem.
# tim23-1 inh: inhibits growth of tim23-1 mutant yeast; S. cerevisiae tim23-1 growth, BacTiter-Glo luminescence, 24 h; inhibition, % at 20 µM; hit rate 1.3% among 330,000; AID 463212;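 active means growth inhibition of the mutant yeast at or above 50%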;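 further: temperature-sensitive mutant grown at 25 °C; plate controls were DMSO-treated mutant yeast for no effect and medium wells lacking yeast for full effect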
# APJ ag: agonists of human APJ apelin receptor; P35414; CHO-K1 APJ PathHunter beta-arrestin, luminescence; 0% DMSO wells, 100% apelin; activation, % at 20 µM; hit rate 0.11% among 330,000; AID 2520;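 active means activation more than six SD over the plate average, tested at 20 µM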;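 further: 0% = DMSO alone and 100% = apelin-13 at 10 nM; some results filed as inactive read as strong as hits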
#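 Test system: CHO-K1 APJ beta-arrestin complementation cell line. Amount: cell density 1000 per well. Controls: DMSO negative, 10 nM Apelin-13 positive. Signal: luminescent beta-gal fragment complementation, chemiluminescent substrate. Read-out basis: agonist-driven arrestin binding to APJ. Timing: compound stimulation 90 min at 25 °C, detection 60 min.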
# CXCR6 block: inhibitors of human CXCR6 receptor; AID 602244; CHO-K1 PathHunter CXCR6 beta-arrestin, luminescence; O00574; inhibition, % at 20 µM; hit rate 0.36% among 360,000; in the data active means inhibition above about 34%, passing the limit was not always enough;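 further: antagonist mode with CXCL16 agonist at 10 nM final; 0% = 10 nM CXCL16 with DMSO and 100% = unstimulated wells without agonist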
# APJ antagonist: antagonists of human APJ apelin receptor; P35414; CHO-K1 APJ beta-arrestin complementation, luminescence; inhibition, % at 20 µM; hit rate 0.32% among 330,000; AID 2521;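 active means inhibition above about 40% at 20 µM, limit read from the data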;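 further: cells challenged with 10 nM apelin-13 agonist together with compound; plate controls were apelin-13 plus DMSO wells for no effect and DMSO wells lacking apelin-13 for full effect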
# TIM10 inh: TIM10 yeast growth inhibition | inhibition, % at 10 µM | hit rate 1.4% among 330,000 | S. cerevisiae TIM10 strain growth, BacTiter-Glo luminescence, 24 h;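 active means inhibition of 40% or more at the single tested concentration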;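 further: wild-type TIM10 isogenic control strain grown at permissive 25 °C; 0% = DMSO yeast wells and 100% = minimal medium wells without yeast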
# XBP1 UPR activ: activators of adaptive arm of unfolded protein response (XBP1); activation, % at 20 µM; CHO-XBP1 luciferase reporter, IRE1-XBP1 UPR activation, luminescence; percent of tunicamycin response, DMSO as zero; AID 463104; hit rate 0.33% among 330,000;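 active means versus positive control, 20 µM dose yields 30% or more activation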;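 further: 100% = tunicamycin at 10 µg/mL and 0% = DMSO only wells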
#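 incubation = overnight seeding at 37 °C, 6 h compound treatment at 37 °C | assay system = CHO-XBP1 cells stably carrying IRE1-XBP1-driven luciferase reporter | input = 1000 cells per well | detection = luciferase luminescence | dosing = single point, 20 µM final compound, 1% DMSO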
# UPR CHOP act: activators of apoptotic arm of unfolded protein response (CHOP). CHO-CHOP luciferase reporter, UPR activation, luminescence; percent of tunicamycin response over DMSO baseline. hit rate 0.34% among 330,000. activation, % at 10 µM. AID 449763;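 active means at 10 µM dose, activation of 40% or more, normalized to positive control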;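 further: 100% = tunicamycin at 10 µg/mL and 0% = DMSO alone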
#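 Test system: CHO CHOP reporter cells. Input: 500 CHO-CHOP cells per well. Medium: F12 with 10% FBS. Technique: luciferase luminescence. Measure: percent activation relative to tunicamycin control. Dosing: 10 µM compound, 0.5% DMSO. Timing: 16-18 h cell attachment, then 6 h compound exposure, 37 °C.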
# tim10-1 inh: tim10-1 yeast growth inhibition | inhibition, % at 20 µM | hit rate 2.2% among 330,000 | S. cerevisiae tim10-1 ts strain growth, BacTiter-Glo, 24 h;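 active means inhibition of at least 40%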;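 further: mutant grown at 25 °C; 0% = DMSO wells with yeast and 100% = wells holding no yeast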
# Mdm2 MdmX PPI: human Mdm2/MdmX binding inhibition; SaOS-2 split-luciferase Mdm2/MdmX complementation, luminescence; hit rate 3% among 330,000; O15151+Q00987; AID 485346; inhibition, % at 8 µM;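 active means inhibition of at least 50% at 8 µM in the primary screen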
# Target sequence (O15151 whole entry, looked up): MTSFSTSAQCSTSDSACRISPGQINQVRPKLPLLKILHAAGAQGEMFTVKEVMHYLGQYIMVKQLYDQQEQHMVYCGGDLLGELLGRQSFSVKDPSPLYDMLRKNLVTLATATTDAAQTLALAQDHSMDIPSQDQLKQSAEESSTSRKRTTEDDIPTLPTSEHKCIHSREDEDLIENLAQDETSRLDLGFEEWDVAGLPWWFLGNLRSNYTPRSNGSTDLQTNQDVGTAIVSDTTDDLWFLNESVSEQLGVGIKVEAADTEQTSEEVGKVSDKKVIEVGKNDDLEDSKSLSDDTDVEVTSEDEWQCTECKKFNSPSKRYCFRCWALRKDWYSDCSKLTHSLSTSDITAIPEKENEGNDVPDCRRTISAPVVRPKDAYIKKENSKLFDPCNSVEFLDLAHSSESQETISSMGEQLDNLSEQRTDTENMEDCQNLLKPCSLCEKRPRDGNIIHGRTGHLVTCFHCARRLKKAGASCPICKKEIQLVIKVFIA
# Target sequence (Q00987 whole entry, looked up): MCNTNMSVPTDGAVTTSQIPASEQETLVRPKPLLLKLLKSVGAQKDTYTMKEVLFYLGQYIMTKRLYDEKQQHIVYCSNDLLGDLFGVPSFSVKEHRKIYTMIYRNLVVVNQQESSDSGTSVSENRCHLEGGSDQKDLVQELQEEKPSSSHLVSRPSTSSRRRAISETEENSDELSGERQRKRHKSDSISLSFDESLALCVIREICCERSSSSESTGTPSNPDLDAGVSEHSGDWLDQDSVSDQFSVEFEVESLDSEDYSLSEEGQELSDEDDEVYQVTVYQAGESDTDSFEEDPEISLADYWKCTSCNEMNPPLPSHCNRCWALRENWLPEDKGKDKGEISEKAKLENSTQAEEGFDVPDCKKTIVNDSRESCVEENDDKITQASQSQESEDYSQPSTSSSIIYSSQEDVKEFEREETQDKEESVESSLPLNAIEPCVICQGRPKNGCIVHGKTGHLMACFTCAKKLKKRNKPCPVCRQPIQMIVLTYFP
# The depositor's hits bear a star; · = not tested or not shown. Not all compounds are listed (hit frequency here may not be typical).
SMILES,tim23-1 inh,APJ ag,CXCR6 block,APJ antagonist,TIM10 inh,XBP1 UPR activ,UPR CHOP act,tim10-1 inh,Mdm2 MdmX PPI
CN1CCN(c2ccc([N+](=O)[O-])cc2C(=O)N2CCOCC2)CC1,4.0,1.8,4.7,-0.1,1.9,-1.2,-0.5,12.6,-9.0
CCOC(=O)C1CCN(CC(O)COc2ccc(C(C)(C)CC)cc2)CC1 (stereo not given),-249.3,-1.1,-5.7,9.1,-111.4,4.3,0.9,-57.0,1.2
O=C(NCCc1ccc(Cl)cc1)c1ccc2c(c1)OCO2,-21.4,0.7,10.3,-25.3,-14.3,-3.1,4.3,-23.9,-147.2
CC(=O)Nc1ccc(NC(=O)CSc2ccc3nnc(CCNC(=O)c4ccccc4)n3n2)cc1,11.7,-5.6,-3.5,-17.8,-13.8,0.5,-0.9,-7.4,11.6
COc1ccccc1N1C(=O)S/C(=C\c2cccs2)C1=O,-4.2,-2.7,0.7,-14.3,-6.2,0.4,1.4,-15.5,6.5
COc1ccc([C@H]2CC(=O)C=C(c3cccc(NC(C)=O)c3)C2)cc1,21.9,-1.8,8.5,-17.6,5.5,-0.9,0.8,6.7,-1.2
CCC(=O)N1CCc2cc(Br)cc(S(=O)(=O)NCCN3CCCC3)c21,7.1,-0.7,1.3,15.4,3.9,6.1,-1.1,7.3,-8.7
CC1(OC(=O)c2ccco2)C(=O)C=C2C=C(c3ccsc3)OC=C2C1=O (stereo not given),6.5,0.6,·,-21.0,6.7,-1.5,2.3,3.8,6.8
Cc1ccc(C(=O)NNC2=NC(C)(C)Cc3ccccc32)cc1,-3.0,-2.6,6.1,13.2,2.1,0.3,-2.5,2.0,14.4
N#C/C(=C/c1ccc(N2CCOCC2)o1)c1ccc(Br)cc1,26.5,1.7,-19.1,4.4,29.5,0.6,4.3,29.2,-83.2
COc1ccc(F)cc1C(=O)C1CCCN(Cc2cnc(N3CCCC3)s2)C1 (stereo not given),8.9,-2.9,3.9,-4.9,-9.2,-1.5,1.2,7.4,-14.5
Cc1ccc(NC(=O)N2CCCC2C(=O)Nc2ccc(-n3cnnn3)c(C)c2)cc1 (stereo not given),13.9,-6.4,-0.2,11.8,0.0,1.1,-2.6,11.0,34.1
O=C(Nc1nc2ccsc2c(=O)s1)c1ccco1,38.8,-4.3,0.1,19.2,29.3,2.8,4.3,32.5,5.4
CC(C)c1c(C(=O)N/N=C/c2ccco2)nnn1-c1nonc1N,2.0,9.2,-7.4,-2.0,-11.9,-3.1,-1.5,17.9,9.9
COc1cccc(C(=O)O[C@H]2[C@H](C)NS(=O)(=O)[C@H]3C[C@@H]4C=C[C@]23O4)c1,-1.0,-2.6,-3.8,-3.9,-15.9,2.4,0.7,-4.0,-6.3
Fc1ccccc1Cc1noc(CN2CCCC(CN3CCOCC3)C2)n1 (stereo not given),-0.9,0.2,1.0,-8.5,-5.9,-0.4,-0.9,-1.7,16.9
CC(=O)c1cccc(N(CC(=O)NC2CCCCC2)C(=O)c2csnn2)c1,-5.2,-1.9,4.1,0.0,10.1,-0.6,0.8,-29.4,-19.3
CN(Cc1ccc(Cl)cc1)C(=O)c1ccc(S(=O)(=O)NCc2ccco2)cc1,36.1,-2.8,-11.4,11.9,17.8,-1.1,-0.1,33.2,6.4
COC(=O)c1ccc(NC(=O)COC(=O)c2nc3nccc(C)n3n2)cc1,10.2,-1.4,-5.4,10.8,-2.0,-4.2,-2.2,7.4,2.8
CCn1cc(C(=O)NCC2CCCO2)c(=O)c2cc(F)c(N3CCN(C)CC3)cc21 (stereo not given),-6.8,-2.6,9.0,8.1,4.0,0.2,-2.3,4.9,19.8
O=C(C[n+]1ccccc1)N/N=C/c1c(F)cccc1Cl,9.9,-1.4,-4.0,-12.6,-12.9,0.9,-1.4,20.3,-1.2
O=C(Nc1cccc(F)c1)c1cc(S(=O)(=O)N2CCOCC2)cs1,3.3,1.4,-1.6,4.9,-3.2,-1.8,0.5,8.0,19.3
O=[N+]([O-])c1cccc(C=Nc2cccc3ccccc23)c1O,48.3,7.6,-10.1,21.2,20.2,1.8,3.3,25.7,35.4
COc1ccc(Nc2nc3ccccc3n3cnnc23)cc1,3.8,-4.1,-11.0,-4.7,-4.8,1.4,-0.1,26.2,29.2
O=C(Oc1coc(CSc2ncccn2)cc1=O)c1cccs1,35.3,1.6,-0.7,20.1,11.0,0.8,2.1,20.6,-7.2
# Other records follow:
SMILES,tim23-1 inh,APJ ag,CXCR6 block,APJ antagonist,TIM10 inh,XBP1 UPR activ,UPR CHOP act,tim10-1 inh,Mdm2 MdmX PPI
Cc1cccc(-n2c(-c3ccncc3)n[nH]c2=S)c1C,-1.7,-2.1,6.1,-1.0,6.1,-3.1,-0.5,-3.2,6.1
CC(C)/C=C/C(=O)N1CCCC(N2CCN(c3ccccc3F)CC2)C1 (stereo not given),8.9,-0.6,-2.3,18.7,-5.5,-2.5,-0.5,3.7,22.1
Cc1cccc(OC(C)C(=O)N2CCc3ccccc3C2)c1 (stereo not given),14.0,-2.6,9.9,14.0,-3.5,2.5,0.1,-6.4,-5.5
CCCN1C(=O)/C(=C/c2ccc(C)o2)NC1=S,10.5,-4.2,·,0.8,17.4,-3.5,0.0,24.8,-6.5
Cc1ccc2[nH]c(=O)c(C(c3nnnn3CCc3ccccc3)N3CCOCC3)cc2c1 (stereo not given),17.2,2.7,-1.6,2.2,13.1,0.1,0.1,16.3,10.9
O=C(COc1ccc(Cl)cc1)N1CCCCC1,-0.3,6.0,-6.3,-5.0,-1.2,1.1,4.0,3.7,-59.1
CC1CN(C(=O)COC(=O)c2ccc(O)cc2)CC(C)O1 (stereo not given),-6.4,1.0,2.1,-9.0,3.6,1.0,2.5,-15.1,6.8
CCNC(=O)COc1ccc(OCc2ccccc2)cc1,3.6,-1.9,-4.3,16.5,-3.5,0.2,1.4,9.6,23.8
CC1CCCN(S(=O)(=O)c2ccc(NC(=O)Cc3ccc(S(=O)(=O)N4CCOCC4)s3)cc2)C1 (stereo not given),14.9,8.7,-9.5,-81.4,0.2,-1.7,0.0,0.9,17.3
Cc1ccc(-c2csc3ncnc(Nc4ccc(C(=O)O)cc4)c23)cc1,36.6,-2.2,7.4,4.7,19.4,6.1,-1.8,15.6,19.2
COc1ccc(/C=C2\SC(=S)N(NS(=O)(=O)c3ccc(C)cc3)C2=O)c(OC)c1,27.5,-6.4,5.6,15.3,28.4,-1.8,-0.8,36.0,16.8
CCOC(=O)C1CCN(C(=O)NC23CC4CC(CC(C4)C2)C3)CC1,21.5,-8.1,0.8,12.3,-3.1,-3.1,-2.3,12.5,13.0
CCOC(=O)c1c(CN2CCCCC2)n(C)c2cc(Br)c(O)c(CN(C)C)c12,11.1,-2.1,1.0,-52.4,5.2,0.7,1.4,27.4,-21.2
S=c1[nH]c2ccccc2o1,10.2,-2.0,-2.4,7.9,4.3,2.3,1.8,3.0,-18.1
CCc1cc(-c2n[nH]c(=S)n2C(C)c2ccccc2)cs1 (stereo not given),39.6,-4.9,-8.1,-10.2,41.4*,0.0,0.4,26.0,-29.1
COc1ccc(OC)c(NC(=O)C2CCCN(S(=O)(=O)c3cccc4cccnc34)C2)c1 (stereo not given),18.6,0.7,1.9,1.5,4.5,-0.7,-1.3,5.9,9.3
C[C@H](Nc1ccc(C(F)(F)F)cc1[N+](=O)[O-])C(=O)O,-2.8,-2.7,6.7,12.3,-0.1,1.6,0.2,-1.8,1.0
CCOC(=O)CN(C(=O)Cn1nnc(-c2ccc(C)cc2)n1)C(CC)C(=O)NC1CCCC1 (stereo not given),25.1,-2.9,1.7,18.8,1.1,1.2,-1.2,12.4,-0.7
Cn1c(Cl)c(/C=N/OC(=O)c2ccccc2Cl)c2ccccc21,11.2,-8.7,4.9,-30.8,-2.8,2.0,3.4,10.0,4.6
Cc1cc(Cl)c(S(=O)(=O)Nc2ccc3c(c2)OCCO3)cc1OCC(N)=O,10.7,16.4,-2.3,-2.9,11.4,-4.8,-3.6,9.6,32.4
COCCCNc1cc(C)nc2ccccc12,11.6,0.7,4.9,5.0,5.3,-2.5,-2.2,5.4,-16.4
COc1ccc(C)cc1NC(=O)Nc1cccc(C)c1,29.1,-1.6,-1.7,-6.9,36.2,2.0,1.7,34.5,-2.2
COc1ccc(CN2C(=O)CS(=O)CC2=O)cc1OC,4.9,-2.9,0.4,12.6,19.1,1.3,-1.8,2.1,-0.4
CC(C)(C)C(=O)O/N=C1/C(=O)N(c2ccccc2)c2ccccc21,24.7,-1.9,29.4,24.7,51.7*,-0.9,-2.2,27.0,27.0
CCCCn1c(N)c(N(CCOC)C(=O)COC(=O)CCOc2ccccc2)c(=O)[nH]c1=O,-5.0,-2.7,1.9,12.7,2.3,-2.7,1.4,-5.7,-2.4
CCOc1cc(N2C(=O)CC3CS(=O)(=O)CC32)c(OCC)cc1NC(=O)c1ccccc1 (stereo not given),9.2,2.9,3.2,4.7,30.8,-1.8,-0.2,18.0,-26.8
CS(=O)(=O)N1CCN(c2ccc(NC(=O)c3ccc(-c4ccc(Cl)cc4)o3)cc2)CC1,-5.3,9.6,4.6,-1.0,-13.0,0.4,2.4,5.3,50.0
Cc1ccc(OCCC(=O)OCC(=O)C(C)(C)C)cc1,6.7,-1.6,4.4,17.8,-0.4,-1.5,-0.7,14.0,17.4
CCOc1cc(/C=N/NC(=O)C(N)=O)cc(Br)c1O,4.7,1.2,-0.8,17.8,7.3,-1.7,-1.8,-5.4,12.4

# Ordered by molar mass (descending): part of the list above.
SMILES,tim23-1 inh,APJ ag,CXCR6 block,APJ antagonist,TIM10 inh,XBP1 UPR activ,UPR CHOP act,tim10-1 inh,Mdm2 MdmX PPI
CCOC(=O)CN(C(=O)Cn1nnc(-c2ccc(C)cc2)n1)C(CC)C(=O)NC1CCCC1 (stereo not given),25.1,-2.9,1.7,18.8,1.1,1.2,-1.2,12.4,-0.7
O=C(Nc1cccc(F)c1)c1cc(S(=O)(=O)N2CCOCC2)cs1,3.3,1.4,-1.6,4.9,-3.2,-1.8,0.5,8.0,19.3
O=C(C[n+]1ccccc1)N/N=C/c1c(F)cccc1Cl,9.9,-1.4,-4.0,-12.6,-12.9,0.9,-1.4,20.3,-1.2
Cc1cccc(-n2c(-c3ccncc3)n[nH]c2=S)c1C,-1.7,-2.1,6.1,-1.0,6.1,-3.1,-0.5,-3.2,6.1
Cc1ccc(OCCC(=O)OCC(=O)C(C)(C)C)cc1,6.7,-1.6,4.4,17.8,-0.4,-1.5,-0.7,14.0,17.4
O=C(COc1ccc(Cl)cc1)N1CCCCC1,-0.3,6.0,-6.3,-5.0,-1.2,1.1,4.0,3.7,-59.1
CCCN1C(=O)/C(=C/c2ccc(C)o2)NC1=S,10.5,-4.2,·,0.8,17.4,-3.5,0.0,24.8,-6.5
S=c1[nH]c2ccccc2o1,10.2,-2.0,-2.4,7.9,4.3,2.3,1.8,3.0,-18.1
